Bioassay records (PubChem BioAssay)
DAGLB inhibitor: diacylglycerol lipase beta (human) inhibition. Q8NCG7. HEK293T DAGLB membrane lysate, EnzChek fluorogenic substrate. inhibition, % at 5.17 µM. 0.059% of 340,000 active. AID 504411; in the data active = inhibition above about 34%;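 also: 0% = enzyme with vehicle and 100% = wells lacking enzyme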
Target sequence (Q8NCG7 whole entry, looked up): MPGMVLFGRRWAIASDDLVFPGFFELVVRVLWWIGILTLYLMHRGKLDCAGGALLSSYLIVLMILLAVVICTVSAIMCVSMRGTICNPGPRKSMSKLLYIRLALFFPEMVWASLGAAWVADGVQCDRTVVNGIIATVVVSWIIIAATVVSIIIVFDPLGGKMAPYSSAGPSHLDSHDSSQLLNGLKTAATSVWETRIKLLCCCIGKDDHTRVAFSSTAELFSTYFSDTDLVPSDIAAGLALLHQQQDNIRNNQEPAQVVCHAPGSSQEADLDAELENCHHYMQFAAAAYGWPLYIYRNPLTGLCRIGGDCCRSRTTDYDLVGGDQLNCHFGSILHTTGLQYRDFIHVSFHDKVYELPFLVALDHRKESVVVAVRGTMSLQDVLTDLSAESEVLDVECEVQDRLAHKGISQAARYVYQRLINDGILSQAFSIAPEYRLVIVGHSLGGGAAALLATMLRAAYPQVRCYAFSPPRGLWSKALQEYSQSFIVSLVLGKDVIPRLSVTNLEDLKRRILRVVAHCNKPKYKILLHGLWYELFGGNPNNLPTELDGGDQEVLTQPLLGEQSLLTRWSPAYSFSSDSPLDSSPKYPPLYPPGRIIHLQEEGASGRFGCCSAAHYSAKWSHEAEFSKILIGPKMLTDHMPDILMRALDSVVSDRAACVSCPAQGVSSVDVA
PfHsp90 yeast 2: growth inhibition of yeast expressing Plasmodium Hsp90; inhibition, % at 9.4 µM; S. cerevisiae expressing PfHsp90, BacTiter-Glo ATP, 48 h; yeast lacking PDR1 and PDR3 efflux regulators; 0.32% of 310,000 active; AID 504621;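 active = every replicate shows inhibition above about 80%, whatever the replicate mean, limit read from the data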;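 also: 0% = DMSO neutral controls and 100% = 20 µM radicicol positive controls; yeast relying on Plasmodium falciparum Hsp90 in place of its own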
phage Ecoli inh: E. coli growth loss with phage present; inhibition, % at 11.9 µM; 0.26% of 360,000 active; AID 651602; growth absorbance; in the data active = inhibition above about 11%
CAL PDZ inh: blocks peptide binding to human CAL PDZ domain; purified CAL PDZ, TMR-peptide fluorescence polarization, 1 h; inhibition, % at 20 µM; 0.02% of 330,000 active; AID 504414;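 active = highest replicate inhibition of at least 40%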;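 also: plate controls were DMSO neutral control wells for no effect and unlabeled competitor peptide control wells for full effect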
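Assay system – tagged CAL PDZ protein CerCALP, purified · Timing – 1 h at RT · Compound – single point, 20 µM · Measured by – fluorescence polarization from S- and P-plane intensities, G-factor corrected · Evaluation – inhibition from polarization loss · Probe or stimulus – TMR reporter peptide T*-PRC34 · Buffer or medium – pH 7.4 phosphate-saline buffer, reducing agent, detergent, IgG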
Rtt109 Vps75: C. albicans Rtt109 histone acetyltransferase inhibition | Q5AAJ8 | purified Rtt109/Vps75, ThioGlo CoA-SH fluorescence, 4 h | inhibition, % at 34.9 µM | 0.16% of 330,000 active | AID 540336;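 active = inhibition of at least 50% in every replicate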
Target sequence (Q5AAJ8 whole entry, looked up): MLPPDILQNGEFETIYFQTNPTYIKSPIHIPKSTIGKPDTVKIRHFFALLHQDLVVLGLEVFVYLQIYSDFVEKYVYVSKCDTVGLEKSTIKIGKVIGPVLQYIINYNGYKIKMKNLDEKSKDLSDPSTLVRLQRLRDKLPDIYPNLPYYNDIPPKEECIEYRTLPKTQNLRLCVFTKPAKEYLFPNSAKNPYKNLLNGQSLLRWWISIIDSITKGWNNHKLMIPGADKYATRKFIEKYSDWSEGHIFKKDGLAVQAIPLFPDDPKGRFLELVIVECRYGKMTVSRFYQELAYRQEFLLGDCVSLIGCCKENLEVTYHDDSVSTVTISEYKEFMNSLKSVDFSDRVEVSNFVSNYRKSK
E coli growth: bacterial growth inhibition, counter-screen for AddAB inhibitors; 0.27% of 330,000 active; inhibition, % at 11.9 µM; E. coli V3065 growth, OD600 absorbance, 18 h;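 active = inhibition above the campaign's mean inhibition across all tested compounds plus 3 SD, cut at about 9.9% in these data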;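 also: uninfected addAB+ strain grown without phage in ampicillin broth; 0% = DMSO wells and 100% = ciprofloxacin 0.95 µg/ml wells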
PvdQ acylase: blocks Pseudomonas aeruginosa PvdQ acylase activity. purified PvdQ acylase, fluorescence plate reader. inhibition, % at 10 µM. 0.063% of 340,000 active. AID 488965; in the data active = inhibition above about 30%, passing the limit was not always enough;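 also: 0% = vehicle neutral wells and 100% = reference inhibitor wells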
Wnt bcat act: Wnt/beta-catenin pathway activation; Wnt/beta-catenin reporter cell assay, activator, plate reader; activation, % at 9.35 µM; AID 743398; 1.2% of 300,000 active; in the data active = activation above about 30%, passing the limit was not always enough;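 also: 0% = neutral control wells and 100% = positive control wells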
Tat export inh: E. coli Tat transport inhibition. inhibition, % at 10 µM. 0.036% of 340,000 active. E. coli MC4100 TorA-mCherry Tat export, fluorescence;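 active = mean replicate inhibition at least 50% and at least half of replicates individually reaching 50%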;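 also: exported cargo escapes ClpAP degradation while cytoplasmic cargo is degraded and loses fluorescence; 0% = median of neutral control wells and 100% = median of NaSCN control wells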
AddAB inh: less growth of phage-infected E. coli with AddAB | E. coli expressing H. pylori AddAB, absorbance growth | inhibition, % at 11.9 µM | 0.29% of 330,000 active | AID 435030; in the data active = inhibition above about 12%;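 also: 0% = vehicle wells of infected cells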
The depositor's hits bear a star; . = no result given.

The opening five compounds, ahead of the listing:
The line under a structure holds: DAGLB inhibitor	PfHsp90 yeast 2	phage Ecoli inh	CAL PDZ inh	Rtt109 Vps75	E coli growth	PvdQ acylase	Wnt bcat act	Tat export inh	AddAB inh
N#Cc1c(=O)c2nc(NCc3ccccc3)ncc2n2ccccc12
    -2	-13	3.3	-2.4	-85	-0.2	-4	1	-2	-1.0
Cc1cc(/C(O)=C2\C(=O)C(=O)N(CCN(C)C)C2c2ccncc2)ccc1OCc1ccccc1 (stereo not given)
    1	10	1.9	-3.0	-1	2.2	18	.	4	2.5
O=C(O)CC(NC(=O)CC(c1ccccc1)c1ccccc1)c1cccc([N+](=O)[O-])c1 (stereo not given)
    1	22	0.2	-0.1	-1	-0.5	-11	1	0	2.3
O=C1CN(C(=O)COC(=O)c2oc3ccccc3c2COc2ccccc2)c2ccccc2N1
    1	-3	2.1	-2.9	-10	0.2	-1	-5	-4	1.0
COc1ccc(-c2cc(-c3ccccc3)nc(N)n2)c(O)c1
    -11	-67	0.1	-0.6	-1	.	-10	-4	6	.

This part in full, previewed entries included:
The line under a structure holds: DAGLB inhibitor	PfHsp90 yeast 2	phage Ecoli inh	CAL PDZ inh	Rtt109 Vps75	E coli growth	PvdQ acylase	Wnt bcat act	Tat export inh	AddAB inh
N#Cc1c(=O)c2nc(NCc3ccccc3)ncc2n2ccccc12
    -2	-13	3.3	-2.4	-85	-0.2	-4	1	-2	-1.0
Cc1cc(/C(O)=C2\C(=O)C(=O)N(CCN(C)C)C2c2ccncc2)ccc1OCc1ccccc1 (stereo not given)
    1	10	1.9	-3.0	-1	2.2	18	.	4	2.5
O=C(O)CC(NC(=O)CC(c1ccccc1)c1ccccc1)c1cccc([N+](=O)[O-])c1 (stereo not given)
    1	22	0.2	-0.1	-1	-0.5	-11	1	0	2.3
O=C1CN(C(=O)COC(=O)c2oc3ccccc3c2COc2ccccc2)c2ccccc2N1
    1	-3	2.1	-2.9	-10	0.2	-1	-5	-4	1.0
COc1ccc(-c2cc(-c3ccccc3)nc(N)n2)c(O)c1
    -11	-67	0.1	-0.6	-1	.	-10	-4	6	.
Cc1cccc(C(=O)NNC(=O)c2ccco2)c1
    -1	13	3.8	-2.6	.	-0.4	-15	-7	2	5.5
Cn1c(=O)c2c(ncn2CC(=O)NC[C@H]2O[C@@H](n3cnc4c(N)ncnc43)[C@H](O)[C@@H]2O)n(C)c1=O
    0	32	3.2	-0.5	3	0.0	-22	-1	5	0.2
Cn1cc([N+](=O)[O-])c(C(=O)Nc2ccn(C34CC5CC(CC(C5)C3)C4)n2)n1
    3	-18	0.7	-3.1	-2	2.9	0	-1	-1	5.0
CC(C)(C)N(CC#CCC(O)(c1ccccc1)c1ccccc1)CCO
    -2	7	0.4	-1.1	0	0.7	-5	3	-12	1.3
COc1ccc(NC2CCCN(C(=O)c3cccnc3)C2)cc1 (stereo not given)
    0	17	1.1	-3.1	-4	0.2	4	0	-11	3.2
Cc1nnsc1C(=O)NNS(=O)(=O)c1cc(C(F)(F)F)cc(C(F)(F)F)c1
    15	17	1.5	-0.8	-1	0.2	-3	0	-10	-0.4
COC(=O)c1c(-c2ccc(C(C)(C)C)cc2)csc1NC(=O)C1C2CCC(O2)C1C(=O)O (stereo not given)
    -1	0	3.2	-1.0	-9	-1.9	-11	.	2	-0.2
COc1ccc(/C=N/N(c2ccccc2)c2ccccc2)cc1O
    3	-50	2.2	-2.2	13	.	-9	-1	10	.
O=C1C2C3C=CC(C3=C3CCCCC3)C2C(=O)N1c1ccccc1 (stereo not given)
    -3	0	2.7	-0.3	1	2.5	-2	5	-5	2.1
COCCCNC(=S)Nc1ccccc1C
    2	12	3.5	-0.8	-3	-1.5	-5	.	-12	0.9
Nc1nc(-c2ccco2)nn1C(=O)CCc1ccccc1
    0	-4	1.9	-0.1	14	0.0	-2	-1	-16	3.2
CCOc1ccccc1NC(=O)N1CCCC1C(=O)NCc1cccs1 (stereo not given)
    1	5	-2.0	-0.9	0	0.9	-18	-1	-8	7.8
Cc1ccnc(NC(=O)c2ccc(COc3ccc(Cl)cc3)o2)c1
    -11	-2	1.7	-2.1	-3	0.5	-2	-1	4	2.5
Cc1cc(Br)ccc1NC(=O)CN(C)C(=O)c1cc(S(=O)(=O)N(C)C)ccc1N1CCCC1
    1	-17	-2.0	-1.9	0	-1.6	-7	-2	-1	0.3
O=C(N/N=C1\CCCc2ccccc21)C(O)c1ccccc1 (stereo not given)
    0	16	-1.3	-0.5	-4	-1.4	-11	.	2	1.0
CCCC(C(=O)N(C)CC(=O)Nc1ccc(N2CCOCC2)cc1)c1ccccc1 (stereo not given)
    2	.	-1.0	-1.1	-10	0.6	-12	0	3	0.9
CC1CCCC(C)N1C(=O)COc1ccc(C(=O)N/N=C/c2ccc(C(=O)O)cc2)cc1 (stereo not given)
    2	24	2.8	-0.5	0	0.8	11	-2	-4	2.1
O=C(O)CCC(=O)OCCN(Cc1ccc(Oc2ccc([N+](=O)[O-])cc2)cc1)C(=O)C(Cl)Cl
    3	12	1.9	-0.3	2	.	-4	-4	8	.
O=C(CCN1CCOCC1)Nc1ccc2c(c1)N(C(=O)CN1CCOCC1)c1ccccc1CC2
    0	-17	2.8	-2.7	-6	1.2	7	6	-2	1.5
CC(C)NC(=O)c1ccc(S(=O)(=O)N(C)C)cc1
    4	3	4.4	-2.9	7	0.9	-3	0	-5	3.8
CSc1nc(N2CCOCC2)c2c3c(sc2n1)CCCC3
    -8	-8	1.7	-0.4	11	2.2	-14	-1	2	1.6
Cc1nc2c(c(N3CCOCC3)n1)OCC(=O)N2
    -2	16	0.7	0.1	-4	0.3	-5	.	-14	2.9
N#Cc1ccc(CSc2nnc(-c3ccccn3)n2-c2ccccc2)cc1
    -6	-1	2.0	-0.9	9	1.0	-10	-2	-10	2.5
Cc1ccc(S(=O)(=O)N(C)C)cc1NC(=S)NNC(=O)C1CC1
    0	6	-1.0	-1.1	-8	0.5	-3	-3	-10	1.9
COc1ccc(CN2C3CCCC2CC(NC(=O)Nc2ccccc2C)C3)cc1 (stereo not given)
    1	-7	1.2	-1.7	0	0.9	-9	-5	-5	0.7
CN(C)C1=NCCN1CC1CCCCC1
    -1	20	-1.1	-5.1	-4	1.4	2	0	-10	0.3
C=CCn1c(=O)c(C(=O)Nc2ccccc2C)c(O)c2ccccc21
    -5	24	1.5	0.1	7	.	11	6	-6	.
Cc1cccc2cc(C(c3nnnn3Cc3ccccc3)N3CCN(C)CC3)c(=O)[nH]c12 (stereo not given)
    -2	-42	.	-0.6	-4	-1.8	-10	-1	-3	1.8
Cc1cc2nc(-c3cccc(NC(=O)c4ccc(Br)o4)c3)oc2cc1C
    -9	-1	3.3	-0.6	2	2.6	-18	.	-3	0.2
COc1ccc(-n2c(=S)[nH]c3[nH]ncc3c2=O)cc1
    .	-5	2.1	-1.5	12	0.4	4	-1	-9	2.0
CCN(CC(=O)Nc1c(F)cccc1F)C(=O)Cc1csc(-c2ccc(OC)c(OC)c2)n1
    2	2	0.9	-0.7	2	0.6	-13	-2	-3	-1.3
O=C(NCc1ccco1)C(c1ccco1)N(Cc1cccs1)C(=O)Cn1nnc2ccccc21 (stereo not given)
    2	-5	-0.7	-2.8	-13	-0.4	-14	.	-4	-0.9
C[C@H](NC(=O)OC(C)(C)C)C(=O)NCC1CCC(C(=O)O)CC1 (stereo not given in full)
    -2	-2	2.0	-1.7	1	0.7	-8	-4	-10	2.6
Cc1cccc2cc(C(c3nnnn3Cc3ccc4c(c3)OCO4)N3CCCC3)c(=O)[nH]c12 (stereo not given)
    3	-9	1.4	-0.9	-11	-0.4	-12	.	0	2.6
O=C1c2ccccc2C(=O)N1CCOc1ccccc1
    -1	-16	3.8	-0.4	1	-2.2	-7	-1	-4	2.7
COc1ccc(Nc2cc(C)nc3c(C)cccc23)cc1OC
    -2	-4	0.9	11	9	-1.8	11	-9	-1	0.2
Cc1ccc(/C=C2/Sc3ccccc3N(CC(=O)NCCCOC(C)C)C2=O)cc1
    -6	6	4.5	-1.6	6	-2.1	19	.	-3	0.9
Cc1onc(-c2c(Cl)cccc2Cl)c1C(=O)Nn1cnnc1
    -2	-17	1.7	0.0	2	-0.6	-20	.	-5	2.7
CCn1c(NC(=O)C(C)C)c(-c2cccs2)c(=O)c2ccccc21
    0	22	0.8	0.1	2	1.2	-17	1	6	1.0
CCOC(=O)C1CCN(C(=O)COC(=O)COc2ccc(Cl)cc2)CC1
    3	-7	1.6	-3.8	10	-0.6	-2	-2	7	-1.2
COc1ccc(C(C)=O)cc1Cn1nnc(-c2ccccc2Br)n1
    -1	9	2.3	0.9	-5	-2.3	5	3	2	-1.4
Cc1ccc(C)c(-n2cc(CNCCc3cnccn3)c(-c3ccccc3)n2)c1
    2	9	-0.1	-0.9	2	-0.2	-15	-4	-7	0.2
COCc1cc(C)nc2sc(C(=O)OC(C)C)c(N)c12
    -5	-9	0.6	-0.2	-3	-1.8	2	-1	1	1.4
CCC(C)C(=O)Nc1cc(OC)c(OC)cc1C(=O)O (stereo not given)
    0	18	0.1	-0.4	6	-1.4	-18	.	1	1.8
Cc1cc(NS(=O)(=O)c2ccc(NC(=O)C(C)Oc3ccc(Cl)cc3)cc2)no1 (stereo not given)
    4	-1	-2.0	0.7	-8	-1.3	-2	.	-4	1.6

Continuation.
The line under a structure holds: DAGLB inhibitor	PfHsp90 yeast 2	phage Ecoli inh	CAL PDZ inh	Rtt109 Vps75	E coli growth	PvdQ acylase	Wnt bcat act	Tat export inh	AddAB inh
CC1(C)CC(=O)C=C(c2cccs2)C1
    0	-1	0.8	0.1	2	-1.5	-8	-1	-13	3.7
CC1=CC(C)(C)[N+](C)(C)c2ccccc21
    0	6	2.2	-2.0	-1	2.9	-1	0	8	2.5
Cc1c(Cl)cccc1NC(=O)COc1ccc(S(=O)(=O)N2CCOCC2)cc1
    3	-10	-0.4	-0.8	1	-0.3	3	-4	-1	-3.1
O=C(CCCc1ccccc1)c1ccccc1
    -6	0	-0.4	-0.1	-3	0.2	-9	31*	-8	3.0
CCOc1ccccc1Nc1nnc(SCC(=O)Nc2ccc3[nH]c(=O)[nH]c3c2)s1
    4	5	-2.8	-2.2	-2	0.0	-9	-3	-4	2.2
CCC(C)(C(=O)NC1CCCC1)N(C(=O)c1cnccn1)c1c(C)n(C)n(-c2ccccc2)c1=O (stereo not given)
    3	-2	.	-1.2	26	-1.8	-11	-1	-4	0.6
COc1ccc(C2CC(=O)c3cc(OC)ccc3O2)cc1 (stereo not given)
    -6	-50	1.9	0.6	3	.	-13	-1	-6	.
CN(CC(=O)Nc1cccc(S(=O)(=O)NC2=NCCCCC2)c1)Cc1ccc(C(C)(C)C)cc1
    -1	-6	3.2	1.6	17	-0.7	4	-1	-2	-1.0

Some values from above.
`O=C(CCCc1ccccc1)c1ccccc1` – E coli growth = 0.2
`Cc1c(Cl)cccc1NC(=O)COc1ccc(S(=O)(=O)N2CCOCC2)cc1` – AddAB inh = -3.1
`CCOc1ccccc1Nc1nnc(SCC(=O)Nc2ccc3[nH]c(=O)[nH]c3c2)s1` – E coli growth = 0.0
`COc1ccc(C2CC(=O)c3cc(OC)ccc3O2)cc1` (stereo not given) – phage Ecoli inh = 1.9
